Bioassay records: PubChem BioAssay, National Center for Advancing Translational Sciences (NCATS)
FLuc inh: Firefly luciferase inhibition profiling of diverse chemical library using quantitative high-throughput screening | Luciferin 4-monooxygenase (Photinus pyralis), P08659 | purified P. pyralis luciferase, luminescence, biochemical | Potency, µM (doses to about 115 µM), for the others: at the highest dose activity change, negative = inhibition, most hits filed as inhibitors | hit rate 2.5% among 76,000 | AID 1347043, 2019; also: potency is read from the fitted curve at half-maximal effect; nearly all actives have a fitted effect of over 65% in size
Target sequence (P08659 whole entry, looked up): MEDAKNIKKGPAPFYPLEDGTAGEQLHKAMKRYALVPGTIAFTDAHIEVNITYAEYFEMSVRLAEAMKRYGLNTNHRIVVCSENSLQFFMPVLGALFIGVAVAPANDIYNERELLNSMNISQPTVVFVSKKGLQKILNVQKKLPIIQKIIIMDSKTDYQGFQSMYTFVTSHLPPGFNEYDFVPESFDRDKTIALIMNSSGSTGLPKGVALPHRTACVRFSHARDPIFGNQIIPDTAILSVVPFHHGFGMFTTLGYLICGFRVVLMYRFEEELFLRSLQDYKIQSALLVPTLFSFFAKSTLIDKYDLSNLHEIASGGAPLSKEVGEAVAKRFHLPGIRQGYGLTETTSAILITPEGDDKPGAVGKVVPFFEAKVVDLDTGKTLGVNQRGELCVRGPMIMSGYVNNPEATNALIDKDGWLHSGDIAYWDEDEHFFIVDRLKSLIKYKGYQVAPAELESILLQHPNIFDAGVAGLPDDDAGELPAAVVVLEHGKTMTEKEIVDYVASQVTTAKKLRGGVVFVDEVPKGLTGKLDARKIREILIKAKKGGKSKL
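FLuc 10nM, D-luciferin 10uM, ATP 10uM, Mg acetate 10mM, Tris acetate pH 7.5, Tween/BSA; cpd qHTS; enzyme added last; CCD luminescence.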
GPT2 inhibitor: Primary qHTS assay for inhibitors of Glutamate pyruvate transaminase 2 (GPT2) | Alanine aminotransferase 2 (Homo sapiens), Q8TD30 | Recombinant GPT2, coupled pyruvate oxidase/HRP Amplex Red fluorescence | Potency, µM (top dose mostly 57.7 µM), for inactives: at the top dose activity change, negative = inhibition, actives largely listed as inhibitors | hit rate 0.25% among 100,000 | AID 1671188, 2021; also: potency is read from the fitted curve at half-maximal effect; nearly all actives have a fitted effect of over 60% in size; many of its hits are not listed in these tables
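GPT2 10ng/uL, a-KG 250uM, L-Ala 2mM, HEPES pH7.5 + 0.0001% Tween; 30 min RT. Then Amplex mix (PO/HRP/ThPP), 30 min RT dark, fluorescence. AOA 50uM used as positive control.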
SNCA expr inhib: Primary qHTS assay for inhibitors of alpha-synuclein gene (SNCA) expression | HEK-293 SNCA-luciferase knock-in, luminescence, 24 h | Potency, µM (titrated, usually from 57.2 µM), without a hit: at the highest dose activity change, negative = inhibition, most hits filed as inhibitors | hit rate 0.17% among 140,000 | AID 1671194, 2021;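 also: potency is read from the fitted curve at half-maximal effect; plate controls were DMSO cells for no effect and cell-free wells for full effect; nearly all actives have a fitted effect of over 45% in size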
HEK293 viab: GF-AFC viability counterscreen for inhibitors of alpha-synuclein gene (SNCA) expression. HEK-293-SNCA-luc viability, GF-AFC fluorescence, 24 h. hit rate 0.12% among 150,000. Potency, µM (top dose mostly 57.1 µM), inactives show at the highest dose activity change, negative = cytotoxicity, usual class: cytotoxic;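 also: potency is read from the fitted curve at half-maximal effect; 0% = DMSO-treated cells and -100% = medium-only wells without cells; nearly all actives have a fitted effect of over 30% in size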
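HEK-293-SNCA-luc cells (1500/well) plated 24 h, then exposed 24 h to a dilution series; GF-AFC added 30 min at 37C, fluorescence 405/540 nm; normalised to medium-only and DMSO wells, Hill fit.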
HEK cytotox: Cytotoxic Profiling in HEK 293 Cell Line of Diverse Libraries Using Quantitative High-Throughput Screening; HEK 293 viability, ATP luminescence (CellTiter-Glo), 48-72 h; hit rate 6.6% among 94,000; Potency, µM (series often up to 115 µM), inactives show at the highest dose activity change, negative = cytotoxicity, hits mostly inhibitors; also: potency is read from the fitted curve at half-maximal effect; nearly all actives have a fitted effect of over 60% in size
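qHTS cytotoxicity; HEK 293, 250 cells/well; compound pinned; 48 or 72 hr, 37 degree Celsius, 5% CO2, 95% humidity; CellTiter-Glo, 10 min RT; luminescence (ATP).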
NIH3T3 tox: Cytotoxic Profiling in NIH 3T3 Cell Line of Diverse Libraries Using Quantitative High-Throughput Screening. AID 1345082, 2018. NIH 3T3 viability, CellTiter-Glo ATP luminescence, 48-72 h. Potency, µM (doses to about 96.7 µM), for the others: at the highest dose activity change, negative = cytotoxicity, usual class: inhibitors. hit rate 4.3% among 94,000; also: potency is read from the fitted curve at half-maximal effect; nearly all actives have a fitted effect of over 55% in size
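ATP-dependent luminescence (CellTiter-Glo) served as the viability signal for NIH 3T3 cells treated with compound for 48 or 72 hr at 37 °C.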
IP6K1 inh: Primary qHTS assay for small molecule inhibitors of Inositol hexaphosphate kinase 1 (IP6K1). activity change, % (series mostly up to about 58 µM). IP6K1 kinase, ADP-Glo luminescence, 2 h; stronger effect = lower value. Inositol hexakisphosphate kinase 1 (Homo sapiens), Q92551. hit rate 0.81% among 140,000; in the data active = activity change below about -25%
Target sequence (Q92551 whole entry, looked up): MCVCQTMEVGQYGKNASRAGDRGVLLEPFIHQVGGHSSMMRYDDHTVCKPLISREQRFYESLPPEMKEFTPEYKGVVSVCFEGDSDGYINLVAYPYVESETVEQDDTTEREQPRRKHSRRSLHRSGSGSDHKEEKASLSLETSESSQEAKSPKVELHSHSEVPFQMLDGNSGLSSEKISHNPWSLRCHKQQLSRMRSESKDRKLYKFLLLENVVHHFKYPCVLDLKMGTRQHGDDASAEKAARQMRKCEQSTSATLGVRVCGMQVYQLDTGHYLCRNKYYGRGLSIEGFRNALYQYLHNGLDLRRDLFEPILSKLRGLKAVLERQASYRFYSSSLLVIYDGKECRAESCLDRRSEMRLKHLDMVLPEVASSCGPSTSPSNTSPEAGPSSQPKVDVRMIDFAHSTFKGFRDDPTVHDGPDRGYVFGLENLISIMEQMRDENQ
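ADP-Glo luminescence measures ADP made by human IP6K1 during a 2 h RT reaction with ATP/IP6 (mix at 1.3 mM/130 uM); top library doses 57.5 and 19.1 uM final.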
* hit, by the source's call; i = inactive; ? = inconclusive; . = not tested or not shown; [ ] = another dose, or the depositor's remark. Unless noted, calls follow the shape of the dose curve; as a rule, active = well fitted curve in the direction sought with a large enough effect; inconclusive = small, poorly fitted or top-dose-only effect, or another doubt; inactive = no such curve, though single readings can be large; an effect the other way counts as inactive or inconclusive. Unless noted, % is scaled to controls: 0 for no effect and ±100 for the full control effect. A portion of the library, so the mix of outcomes need not match the whole.

Every second line gives: FLuc inh, GPT2 inhibitor, SNCA expr inhib, HEK293 viab, HEK cytotox, NIH3T3 tox, IP6K1 inh
(1) O=C(Cn1c(=O)n(-c2ccc(Cl)cc2)c(=O)c2oc3ccccc3c21)Nc1ccccc1
 : ., ., 24%, 0%, ., ., 9
(2) CS(=O)(=O)N1CCN(C(=O)Nc2ccccc2)C[C@H]1C(=O)N[C@@H](CC1CCCCC1)C(N)=O
 : -6%, 5%, -5%, -2%, 4%, -2%, -4
(3) COc1ccc(Cn2c(C3CCN(C(=O)Cc4ccccc4Cl)CC3)n[nH]c2=O)cc1
 : -2%, i, -8%, 0%, -24%, -23%, -13
(4) Cc1ccc(C)c(-c2ccc(=O)n(Cc3c(F)cccc3Cl)n2)c1
 : ., ., 17%, 13%, ., ., -2
(5) Cc1ccc2nc(Nc3ccc(Br)cc3)nc(-c3ccccc3)c2c1
 : ., ., 20%, 8%, ., ., 4
(6) C=CCN1CC2(CCC1=O)CCN(CC1CCCCO1)CC2 (stereo not given)
 : 8%, 2%, -3%, 0%, i, -1%, -3
(7) O=C(c1ccc(F)cc1)N1CCC2(CC1)CC(OCC1CC1)CCO2 (stereo not given)
 : -7%, i, 2%, 6%[12.5 µM], -6%, -10%, 1
(8) CC(=O)N1c2ccc(S(=O)(=O)N3CCCCCC3)cc2CC1C(=O)NCc1cccc(F)c1 (stereo not given)
 : ., ., 3%, -2%, ., ., -10
(9) CCOC(=O)c1c(NC(=O)c2cc(=O)c3ccc(C)cc3o2)sc(C)c1C
 : ., ., 56%[activator], -3%, ., ., -4
(10) O=C(c1ccccc1F)N1CCC2(C1)C(=NC1CCCCC1)NC(=O)N2c1cccnc1 (stereo not given)
 : ., i, -15%, -2%, -7%, -18%, 5
(11) COc1ccc(CN2CCn3c(nn(-c4cccc(Cl)c4)c3=O)C2)cc1
 : ., 0%, 20%, 2%, ?, -27%, 7
(12) CCOc1ccc2nc3cc(N)ccc3c(N)c2c1
 : ., ?, -39%[25.6 µM], 1%[23.9 µM], ., ., -9
(13) COc1ccc(-c2onc(C)c2C(=O)N2CCC(Cc3ccc(F)cc3)CC2)cc1
 : -13%, ?, ?, 3%, ?, ?, -18
(14) CCc1ccc(NC(=O)c2cc(S(=O)(=O)N3CCCC(C)C3)cn2C)cc1 (stereo not given)
 : ., ., -5%, -4%, ., ., -6
(15) C=CCN1CC(C)(C)CN(S(=O)(=O)c2ccc(C)cc2)CC1=O
 : ., ., ., ., -8%, ?, 13
(16) COc1cccc(-c2cc(C3CCN(C(=O)NCCc4ccccc4)CC3)[nH]n2)c1
 : 5%, i, 0%, 0%, ?, -4%, 0
(17) O=C(Cn1nc2c(cc1=O)CCCCC2)Nc1cccc2[nH]ccc12
 : -5%, i, -11%, -4%, 7%, i, -1
(18) CCOc1ccc(CCNc2nc(-c3ccccc3)no2)cc1
 : ?, i, 37%[activator], 3%, ?, ?, -1
(19) CCc1ccc(NC(=O)c2sc3nc(C)cc(C)c3c2NC(=O)c2ccccc2OC)cc1
 : ., ., 56%[activator], 6%, ., ., 6
(20) CNC(=O)c1ccc2c(c1)N=C(C)c1cc(C)ccc1S2
 : ., ., -19%, -14%, ., ., 7

Other records follow:
Every second line gives: FLuc inh, GPT2 inhibitor, SNCA expr inhib, HEK293 viab, HEK cytotox, NIH3T3 tox, IP6K1 inh
(21) Clc1ccc(-c2cn3cc(Cc4ccccc4)sc3n2)cc1
 : ., ., 27%, -6%, ., ., 4
(22) COc1nc2ccccc2cc1CN1CCN2C(=O)CN(C)C(=O)C2C1 (stereo not given)
 : -2%, i, -19%, -11%, ?, -24%, -11
(23) NC(=O)c1nc(CNC(=O)CC(c2ccccc2)c2cccc(Cl)c2)no1 (stereo not given)
 : 14%, i, 7%, 7%, ?, -19%, 9
(24) FC(F)(F)c1cccc(-c2ncc[nH]2)c1
 : ., -17%[88.5 µM], -24%[87.6 µM], -16%[87.6 µM], ?, ?, -19
(25) O=C1NCCCCCCN(C(=O)COc2ccccc2)[C@H]2CCC[C@@H]12
 : -2%, i, 9%, 6%, i, i, 5
(26) NC(=O)c1cccnc1OC1CCN(C(=O)c2ccoc2)C1 (stereo not given)
 : -1%, -7%, ?, 11%, -3%, -7%, 9
(27) Cc1ccc(Cn2c(C(=O)NCc3ccccc3Cl)cc3sccc32)cc1
 : ., ., -18%, -1%, ., ., -15
(28) O=C(NCc1ccc(F)cc1)c1csc(N2CCN(c3ccccc3F)CC2)n1
 : 8%, 4%, -1%, 0%, -6%, -13%, -13
(29) O=C(O)CCNC(=O)c1ccc(N=Nc2ccc(O)c(C(=O)O)c2)cc1
 : ., -2%, 7%, -14%, ., ., 0
(30) COc1ccc(CCC(=O)N2CCC(Cc3nncn3-c3ccccc3)C2)cc1 (stereo not given)
 : ., 2%, -25%, -14%, -6%, -16%, 23
(31) COc1ccc(NC(=O)NC2CCN(C(=O)N3CC4CC(C3)[C@H]3CCCC(=O)N3C4)CC2)cc1 (stereo not given in full)
 : -9%, i, 52%[activator], ?, -21%, -9%, 3
(32) O=C(Nc1ccc2c(c1)OCO2)C1CCc2sc(C(=O)N3CCCC3)cc2C1 (stereo not given)
 : ?, 2%, 18%, -27%, 32µM*, 22µM*, 31
(33) CC1(C)CC[C@]2(CO[C@@H]3O[C@H](CO)[C@@H](O)[C@H](O)[C@H]3O)[C@@H](O)C[C@]3(C)C(=CCC4[C@@]5(C)CC[C@H](O[C@@H]6O[C@H](CO[C@@H]7O[C@H](CO[C@@H]8OC[C@@H](O)[C@H](O)[C@H]8O)[C@@H](O)[C@H](O)[C@H]7O)[C@@H](O)[C@H](O)[C@H]6O)C(C)(C)C5CC[C@]43C)[C@@H]2C1 (stereo not given in full)
 : ., i, ., -1%[12.5 µM], ., ., 3
(34) COc1ccc(N2CCN(c3nc(-c4ccccc4F)nc4ccccc34)CC2)cc1
 : ., ., -29%, -10%, ., ., -4
(35) Cc1ccc(NC(=O)/C(C#N)=C/c2cc(C)n(-c3ccc(Br)cc3)c2C)cc1C
 : ., ., ?, ?, ., ., -29*
(36) CCOC(=O)[C@H]1[C@@H](O)C(=O)N(Cc2ccccc2)C12CCN(C(=O)CC(C)(C)C)CC2
 : ., ., ., ., ?, 22µM*, 2
(37) O=C1CCN(C(=O)c2ccco2)CCCC(c2nc(-c3ccccc3)no2)CCN1 (stereo not given)
 : 28µM*, i, 56%[activator], -3%, -28%, -5%, 8
(38) Cc1noc(C)c1[S+](=O)([O-])N1CCc2nc(C(C)C)nc(-c3ccc(Cl)cc3)c2CC1
 : ., -5%, -7%, 7%, i, -20%, 9
(39) CC(C)c1ccc(CN2CCc3ncc(C(=O)NCCN4CCNC4=O)n3CC2)cc1
 : -8%[172 µM], i, -19%[87.6 µM], 6%[87.6 µM], ?, -32%[138 µM], 20
(40) COc1ccccc1Nc1ccnc(N2CCN(C(=O)c3ccc(C(F)(F)F)cc3)CC2)n1
 : ., i, ?, 4%, 40µM*, ?, 7

Two compounds from above, reduced to FLuc inh and IP6K1 inh:
cpd | Structure | FLuc inh | IP6K1 inh
29 | O=C(O)CCNC(=O)c1ccc(N=Nc2ccc(O)c(C(=O)O)c2)cc1 | . | 0
5 | Cc1ccc2nc(Nc3ccc(Br)cc3)nc(-c3ccccc3)c2c1 | . | 4

Continued:
Every second line gives: FLuc inh, GPT2 inhibitor, SNCA expr inhib, HEK293 viab, HEK cytotox, NIH3T3 tox, IP6K1 inh
(41) COc1ccc(-c2cn(C)c(=O)n3cc(CN4CC[S+](=O)([O-])CC4)nc23)cn1
 : 2%[172 µM], ?, 2%[87.6 µM], 11%[87.6 µM], -14%[172 µM], ?, -9
(42) CC(C)NC(=O)c1c(-c2ccc(F)cc2)noc1[C@H](C)O
 : -4%[230 µM], 3%[88.5 µM], 1%[87.6 µM], 5%[87.6 µM], -11%[230 µM], -19%[230 µM], -9
(43) O=C(CC1CCCC1)N1CCCCCC1CN1CCOCC1 (stereo not given)
 : -7%, 1%, -24%, -18%, ?, -11%, -11
(44) CN(Cc1ccccc1)c1ncccc1CNc1ccc(C#N)cn1
 : -1%, -4%, -2%, -4%, ?, ?, -12
(45) Cc1nnc2ccc(N3CCN(C(=O)NC4CCCC4)CC3)nn12
 : ., ., ., ., -16%, -23%, 3
(46) Cc1ccc(CNC(=O)CSc2cc(C)[nH]c(=O)n2)cc1
 : ., ., 2%, -11%, ., ., 21

Among those listed so far, these have a Cl atom.
Every second line gives: FLuc inh, GPT2 inhibitor, SNCA expr inhib, HEK293 viab, HEK cytotox, NIH3T3 tox, IP6K1 inh
(1) O=C(Cn1c(=O)n(-c2ccc(Cl)cc2)c(=O)c2oc3ccccc3c21)Nc1ccccc1
 : ., ., 24%, 0%, ., ., 9
(3) COc1ccc(Cn2c(C3CCN(C(=O)Cc4ccccc4Cl)CC3)n[nH]c2=O)cc1
 : -2%, i, -8%, 0%, -24%, -23%, -13
(4) Cc1ccc(C)c(-c2ccc(=O)n(Cc3c(F)cccc3Cl)n2)c1
 : ., ., 17%, 13%, ., ., -2
(11) COc1ccc(CN2CCn3c(nn(-c4cccc(Cl)c4)c3=O)C2)cc1
 : ., 0%, 20%, 2%, ?, -27%, 7
(21) Clc1ccc(-c2cn3cc(Cc4ccccc4)sc3n2)cc1
 : ., ., 27%, -6%, ., ., 4
(23) NC(=O)c1nc(CNC(=O)CC(c2ccccc2)c2cccc(Cl)c2)no1 (stereo not given)
 : 14%, i, 7%, 7%, ?, -19%, 9
(27) Cc1ccc(Cn2c(C(=O)NCc3ccccc3Cl)cc3sccc32)cc1
 : ., ., -18%, -1%, ., ., -15
(38) Cc1noc(C)c1[S+](=O)([O-])N1CCc2nc(C(C)C)nc(-c3ccc(Cl)cc3)c2CC1
 : ., -5%, -7%, 7%, i, -20%, 9
